Screens deposited in PubChem BioAssay by Broad Institute.
DENV2 CPE – DENV2-induced cell death inhibition; 1.7% of 350,000 active; DENV2-infected cells, cytopathic effect rescue, plate reader; CPE inhibition, % at 9.99 µM; AID 651640; in the data active means CPE inhibition above about 20%, passing the limit was not always enough; tested in BHK-21 cells;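 further: 0% = median of neutral control wells and 100% = median of positive control wells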
ERAP1 inh – blocks human ERAP1 aminopeptidase activity | 0.15% of 340,000 active | AID 652197 | inhibition, % at 10.7 µM | recombinant ERAP1, Leu-AMC fluorescence, 60 min | Q9NZ08;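 active means mean replicate inhibition of at least 30%, or all replicates individually reaching that 30% level; inactive means mean below 30% and not every replicate reaching it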;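 further: 0% = neutral control wells and 100% = L-leucinethiol positive control wells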
miR122 inh – inhibitors of miR-122 in Huh7 cells | 0.3% of 340,000 active | Huh7 miR-122 Renilla luciferase sensor, 48 h; neutral wells = 0, positive control = 100 | AID 602342 | activation (reporter increase), % at 12.5 µM;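 active means mean replicate activation score at least 90 and every replicate individually at or above 90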;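 further: higher luciferase means less miR-122 activity so hits act as miR-122 inhibitors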
CASP6 VEID inh – blocks human caspase-6 cleavage activity; P55212; purified caspase-6, Z-VEID-R110 cleavage fluorescence; inhibition, % at 12.5 µM; 0.53% of 350,000 active; AID 686996;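 active means mean inhibition across replicates at least about 35%, with every replicate also reaching that limit, limit read from the data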;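 further: 0% = median of neutral control wells and 100% = no fluorescence left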
Target sequence (P55212 24-179 limits assumed): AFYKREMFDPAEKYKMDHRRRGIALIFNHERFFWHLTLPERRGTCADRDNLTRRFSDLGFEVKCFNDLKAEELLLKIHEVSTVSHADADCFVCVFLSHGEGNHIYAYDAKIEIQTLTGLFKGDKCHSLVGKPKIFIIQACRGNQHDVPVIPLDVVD
Target sequence (P55212 194-293 limits assumed): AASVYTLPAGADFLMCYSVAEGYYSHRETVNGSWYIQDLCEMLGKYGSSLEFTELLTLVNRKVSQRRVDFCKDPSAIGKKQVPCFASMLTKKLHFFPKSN
SIRT5 inh – sirtuin-5 (human) deacylase inhibition. Q9NXA8. Purified SirT5, succinyl-peptide AMC, trypsin-coupled fluorescence. inhibition, % at 15 µM. 1.1% of 330,000 active. AID 652115; in the data active means inhibition above about 15%
Target sequence (Q9NXA8 whole entry, looked up): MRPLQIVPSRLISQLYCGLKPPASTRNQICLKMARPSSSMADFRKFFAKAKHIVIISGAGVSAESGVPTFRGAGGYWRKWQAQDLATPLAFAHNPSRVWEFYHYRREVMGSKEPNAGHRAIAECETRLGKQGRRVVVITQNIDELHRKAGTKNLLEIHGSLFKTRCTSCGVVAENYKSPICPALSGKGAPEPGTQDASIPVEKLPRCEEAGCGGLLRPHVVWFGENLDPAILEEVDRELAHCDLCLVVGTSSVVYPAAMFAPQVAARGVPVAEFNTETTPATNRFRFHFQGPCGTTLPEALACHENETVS
F508del corr – correctors of CFTR F508del function in bronchial epithelial cells | CFBE cells, YFP halide quenching; stimulated with forskolin plus potentiator P3; % fluorescence drop versus neutral controls | activity (quench increase), % at 7.58 µM | 0.36% of 350,000 active | AID 720511;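 active means mean added fluorescence quench of at least 8% versus neutral control, with both replicates also reaching 8%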;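 further: cells transiently co-express mutant CFTR-F508del with the halide-sensitive YFP; corrector assay measuring rescue of mutant channel to the surface after 24 h compound exposure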
ERp5 inh – blocks human ERp5 reductase activity on insulin. Q15084. ERp5 insulin aggregation, absorbance 650 nm, 90 min. inhibition, % at 9.99 µM. 0.05% of 350,000 active. AID 651711;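 active means mean replicate inhibition above about 25%, with every replicate also reaching it, limit read from the data, passing the limit was not always enough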
Target sequence (Q15084 whole entry, looked up): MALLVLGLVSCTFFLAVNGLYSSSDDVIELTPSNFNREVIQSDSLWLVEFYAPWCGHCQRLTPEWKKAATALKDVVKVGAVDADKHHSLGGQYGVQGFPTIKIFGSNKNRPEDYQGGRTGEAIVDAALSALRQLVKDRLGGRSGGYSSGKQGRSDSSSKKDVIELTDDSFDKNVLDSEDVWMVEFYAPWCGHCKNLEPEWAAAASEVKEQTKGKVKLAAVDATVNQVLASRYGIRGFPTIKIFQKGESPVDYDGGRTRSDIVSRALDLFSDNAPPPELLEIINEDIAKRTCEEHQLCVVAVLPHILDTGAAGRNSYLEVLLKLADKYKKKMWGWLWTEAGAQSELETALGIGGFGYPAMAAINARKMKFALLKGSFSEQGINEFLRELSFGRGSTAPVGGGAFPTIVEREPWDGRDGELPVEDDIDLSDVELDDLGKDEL
* hit, by the source's call; · = no result given; [ ] = dose if it differs, or a comment.

SMILES	DENV2 CPE	ERAP1 inh	miR122 inh	CASP6 VEID inh	SIRT5 inh	F508del corr	ERp5 inh
C=CCOc1ccc(/C=C/C(=O)OCC(=O)NC(C)c2ccc(F)cc2)cc1 (configuration not stated)	1	-1	-2	-3	5	-0.6	5
CNC(=O)C1CCN(S(=O)(=O)c2c(C)noc2/C=C/N(C)C)CC1	10	-2	-9	0	2	-2.9	·
CCCNC(=O)Nc1ccc2c(c1)C(=O)N(C)[C@@H]1CC[C@H](CC(=O)NCc3ccccc3)O[C@@H]1CO2	-4	1	-5[16.7 µM]	0	-1	0.3	-3
C[C@H]1CN([C@@H](C)CO)C(=O)c2cc(NS(=O)(=O)c3cn(C)cn3)ccc2O[C@H]1CN(C)S(=O)(=O)c1ccccc1	-2	2	0[16.7 µM]	-4	-1	0.0	-9
CCN(Cc1ccccc1)Cc1c(F)cccc1F	-2	-3	-8	3	-3	0.8	2
COc1ccc2c3c(n(C)c2c1)[C@@H](CO)N(C(=O)C1CCCC1)CC31CN(Cc2cccc(F)c2)C1	7	·	·	·	-2	2.0	·
O=C(NCc1ccccc1)C1CCCN(C(=O)NCc2ccccc2)C1 (configuration not stated)	-3	3	·	-2	-3	-1.3	-15
COc1ccccc1CNC(=O)CSc1nc2c(oc3ccccc32)c(=O)n1CC1CCCO1 (configuration not stated)	-1	-4	-3	-1	2	2.1	5
O=C(Cn1nnc2c(cnn2-c2ccc(F)cc2)c1=O)Nc1ccccc1C(F)(F)F	·	4	·	1	-6	4.3	2
Cc1ccc(S(=O)(=O)NCCC(=O)NNC(=O)COc2ccc(Br)cc2)cc1C	-4	-1	-1	-1	-4	-0.4	-15
Cc1[nH]c2ccccc2c1Cc1nnc(SCC(=O)NCc2ccco2)o1	15	0	1	-1	-3	3.4	5
Cc1ccc(NC2=NC3(CCCC3)N=C(N)N2)c(C)c1	-5	-8	-3	0	-3	-0.3	-2
Cc1n(Cc2ccccc2)c2ccccc2[n+]1Cc1ccccc1	-2	2	-2	-3	3	-2.9	-2
COc1cc(C2=NOC(C(=O)Nc3cc(C)on3)C2)cc(OC)c1OC (configuration not stated)	12	·	-13	-1	0	2.8	-4
COC(=O)CCC[C@H]1CC2(C[C@H](CCCO[Si](C)(C)C(C)(C)C)N1C(=O)OC(C)(C)C)OCCO2	-7	·	-7	1	·	-4.2	2
CCc1ccc(OC(C)C(=O)N(Cc2ccccc2)C2CCS(=O)(=O)C2)cc1 (configuration not stated)	6	0	·	0	-2	-0.3	1
O=C(Nc1ccccc1)N1CCCCN2[C@H](CO)[C@@H](c3ccc(C#Cc4ccccc4)cc3)[C@@H]2C1	0	5	-8[16.7 µM]	-2	6	6.0	4
CC(C)c1ccc(NC(=O)Cc2ccc(NC3=NC4CS(=O)(=O)CC4S3)cc2)cc1 (configuration not stated)	-4	1	·	-2	2	-2.0	3
CC(=O)Nc1ccc2nc(CN3CCN(Cc4ccc(F)cc4)C(CCO)C3)ccc2c1 (configuration not stated)	4	-1	1	-5	2	0.4	0
Cc1cccc(NC(=O)Nc2ccc(S(=O)(=O)Nc3onc(C)c3C)cc2)c1	1	-8	·	2	8	-2.1	6
CC(=O)c1ccc(S(=O)(=O)Nc2ccc(-c3ccc4nncn4n3)cc2)cc1	-5	5	12	7	1	2.0	0
CCn1c2ccccc2c2cc(NC(=O)c3cccc([N+](=O)[O-])c3)ccc21	5	1	24	-3	-5	-1.4	6
Cc1ccc(CNC(=O)COc2ccc3c(c2)CCC3)cc1	-3	0	2	5	3	·	-7
Cc1ccc(S(=O)(=O)N2CC(C(=O)O)=CC[C@H]2c2ccc3c(c2)OCO3)cc1	11	-2	·	1	-2	1.4	7
CCOc1ccc(NS(=O)(=O)c2cc(NC(=O)CCC(=O)c3cccs3)ccc2Cl)cc1	-1	0	·	0	0	·	-4

Looked up above.
F508del corr with O=C(Cn1nnc2c(cnn2-c2ccc(F)cc2)c1=O)Nc1ccccc1C(F)(F)F is entered as 4.3
miR122 inh with Cc1ccc(S(=O)(=O)NCCC(=O)NNC(=O)COc2ccc(Br)cc2)cc1C is entered as -1

More records follow:
SMILES	DENV2 CPE	ERAP1 inh	miR122 inh	CASP6 VEID inh	SIRT5 inh	F508del corr	ERp5 inh
CCCN(C)C[C@@H]1OCCCC[C@H](C)Oc2ccc(NC(=O)NC3CCCCC3)cc2C(=O)N([C@@H](C)CO)C[C@@H]1C	10	1	5[16.7 µM]	1	3	-1.8	3
O=C(C[C@@H]1CC[C@H]2[C@@H](COC[C@@H](O)CN2Cc2cccc(-c3ccncc3)c2)O1)N1CCCCC1	29*	-2	-2[16.7 µM]	-1	-2	0.4	-16
CCC(=O)N(C)C[C@H]1Oc2cc(C#CCC3CCCC3)ccc2S(=O)(=O)N([C@H](C)CO)C[C@@H]1C	-6	7	47[16.7 µM]	-3	7	-1.5	3
CCNc1nc(NCC)nc(N/N=C/c2ccc(N(C)C)cc2)n1	-5	7	·	0	-4	·	3
C#Cc1ccc([C@H]2C=C(C(=O)O)O[C@@H](OCc3ccc(CO)cc3)C2)cc1	14	-5	·	12	5	1.5	7
Cn1c(=O)c2cc(NC(=O)CCc3ccc4c(c3)OCO4)ccc2n1Cc1ccc(F)cc1	17	0	-1	-2	·	2.7	5
CNC[C@@H]1Oc2ncc(-c3ccccc3F)cc2C(=O)N([C@@H](C)CO)C[C@@H]1C	10	1	-1[16.7 µM]	-3	-5	2.5	-7
Cc1ccc(C(=O)N2CCN(Cc3ccccc3)CC2)cc1S(=O)(=O)N1CCOCC1	-2	-1	·	1	2	-0.9	-1
COc1cc(OC)cc(C(=O)Nc2ccc(NC(=O)c3ccco3)c(Cl)c2)c1	·	-3	-7	·	-1	3.1	-8
COc1ccc(NC(=O)COc2ccc3oc(=O)cc(C)c3c2)cc1	4	0	-6	-1	-3	0.0	0
O=C(COC(=O)c1cc(Cl)ccc1[N+](=O)[O-])Nc1cccc2ccccc12	·	3	·	2	-3	·	3
CC(=O)c1cccc(NC(=O)C(C)OC(=O)C2CCC2)c1 (configuration not stated)	-3	1	·	2	-2	2.7	-4
CO[C@@H]1CC[C@@H]2CCOc3c(C#N)cccc3C(=O)N(C)C[C@@H](OC)[C@@H](C)C(=O)N(C)C[C@H]1O2	-1	-4	·	1	-4	·	1
COC(=O)C1=C(C(=O)OC)[C@@H]2N(Cc3ccccc3)c3ccccc3[C@@]23C[C@@H](C(=O)OC)N(C(=O)NC(C)(C)C)C3=N1	3	3	-1	-2	·	1.2	8
CCn1c(-c2cc(-c3cccc(OC)c3)nc3ccccc23)n[nH]c1=S	-4	-1	1	5	4	2.3	-1
O=C(Nc1cccc(NC(=O)c2ccco2)n1)c1ccco1	-5	-2	4	-2	1	0.1	5
C[C@@H]1CN([C@@H](C)CO)C(=O)Cc2cc(NC(=O)C3CCCCC3)ccc2O[C@H]1CN(C)C(=O)Nc1cccc2ccccc12	-6	7	-5[16.7 µM]	·	-2	-3.6	7
CCc1cc(C(=O)N2CCN(S(=O)(=O)c3ccccc3F)CC2)sc1C	2	1	-3	6	3	-0.6	-10
COc1cc(SSc2cc(OC)cc([N+](=O)[O-])c2N)c(N)c([N+](=O)[O-])c1	-5	-4	·	2	7	-1.6	-2
CCOC(=O)C1(CC2CCCCO2)CCN(C(=O)Nc2cccc(SC)c2)CC1 (configuration not stated)	1	-4	-5	0	-1	2.8	-1
N#C/C(=C\c1cc2ccccc2nc1N1CCCCC1)C(N)=O	2	0	·	3	-1	-4.6	-5
CC(=O)c1cccc(-n2nnnc2SCC(=O)NNC(=O)C(C)C)c1	5	5	9	0	-5	-1.5	11
CCCCN(CC)C(=O)Cn1ncc2c3ccccc3n(CCC)c2c1=O	-6	-2	·	4	-5	-1.8	1
CCOc1ccc(CC(=O)N2CCN=C2SC)cc1	1	1	·	0	0	-0.1	3
Cc1cc([N+](=O)[O-])ccc1-c1ccc(C2Nc3ccccc3C(=O)N2O)o1 (configuration not stated)	9	-2	0	13	-2	1.3	1

A different layout for part of the listing above.
Values run as follows: DENV2 CPE | ERAP1 inh | miR122 inh | CASP6 VEID inh | SIRT5 inh | F508del corr | ERp5 inh
CCCN(C)C[C@@H]1OCCCC[C@H](C)Oc2ccc(NC(=O)NC3CCCCC3)cc2C(=O)N([C@@H](C)CO)C[C@@H]1C
→ 10 | 1 | 5[16.7 µM] | 1 | 3 | -1.8 | 3
O=C(C[C@@H]1CC[C@H]2[C@@H](COC[C@@H](O)CN2Cc2cccc(-c3ccncc3)c2)O1)N1CCCCC1
→ 29* | -2 | -2[16.7 µM] | -1 | -2 | 0.4 | -16
CCC(=O)N(C)C[C@H]1Oc2cc(C#CCC3CCCC3)ccc2S(=O)(=O)N([C@H](C)CO)C[C@@H]1C
→ -6 | 7 | 47[16.7 µM] | -3 | 7 | -1.5 | 3
CCNc1nc(NCC)nc(N/N=C/c2ccc(N(C)C)cc2)n1
→ -5 | 7 | · | 0 | -4 | · | 3

(list continues)
SMILES	DENV2 CPE	ERAP1 inh	miR122 inh	CASP6 VEID inh	SIRT5 inh	F508del corr	ERp5 inh
C=CCn1c(N)cc(=O)nc1SCC(=O)Nc1ccccc1C(N)=O	2	-2	·	-15	·	1.5	0
CC(=O)Nc1ccc(S(=O)(=O)N(C)c2ccc(OCCOc3ccccc3F)cc2)cc1	-1	1	9	6	-5	-1.7	-2
Cc1cccc(NS(=O)(=O)c2ccc3[nH]c(=O)cc(C(=O)O)c3c2)c1	-2	-7	·	12	-1	-5.7	10
CCCOC1CCCN(C(=O)c2cc(COc3cncc(Cl)c3)on2)C1 (configuration not stated)	6	1	·	-1	1	2.4	2
Cc1ccc(C)c(CSC2=NCCN2C(=O)Cc2ccc([N+](=O)[O-])cc2)c1	0	0	·	2	-5	·	8
CN(C)C(=S)SCC(=O)NC(=O)NC(C)(C)C	4	-8	-4	2	0	0.1	-4
O=C(CCn1c(=O)sc2ccccc21)NCc1ccco1	·	1	2	2	-1	1.4	1
CC(NC(=O)COC(=O)CN1C(=O)c2ccccc2C1=O)c1ccccc1 (configuration not stated)	8	-3	·	4	-1	0.4	-5
CCCCC(=O)N(C)c1c(CC)nc2c(OCc3ccc(Cl)cc3Cl)cccn12	-5	-3	-3	-2	1	1.1	4
COc1ccc2c3c(n(C)c2c1)[C@@H](CO)N(Cc1ccc(F)cc1)CC31CCN(C)CC1	-8	-3	·	3	3	1.7	-2
C/C=C/c1ccc([C@H]2[C@H](CO)N[C@H]2CN(CC)C(=O)c2ccccn2)cc1	-7	0	-6[16.7 µM]	0	0	1.1	-1
C[C@@H]1CN([C@@H](C)CO)S(=O)(=O)c2ccc(-c3cccnc3)cc2O[C@@H]1CN(C)C(=O)CC1CC1	5	-4	-5[16.7 µM]	-4	1	5.4	-1
CCOc1c2ccc(C(=O)N[C@H](C)C3CCCCC3)cc2nn1CC	-8	-2	3	1	·	-2.8	-5
Cc1ccccc1C(=O)N1CCN(c2ccc(NC(=S)NC(=O)c3ccco3)cc2)CC1	7	-4	-4	-2	-2	-0.5	-2
CN1C(=O)[C@@](O)(c2cn(C)c3ccccc23)c2cc(Br)ccc21	-1	·	·	2	-5	4.2	-3
CN(CCn1ccnc1)Cc1cn(-c2ccccc2)nc1-c1ccc2c(c1)OCO2	4	1	·	-4	·	0.0	3
COc1ccc(C=O)cc1C1=CC(=O)C[C@H](c2ccc(Cl)cc2)C1	0	-5	-4	0	-5	0.6	-5
COc1ccc(C(C)(O)c2nc(-c3ccc(F)cc3OC)cs2)cc1 (configuration not stated)	7	1	9	-3	·	-1.1	-1
O=C(COC(=O)c1ccccc1C(F)(F)F)NC(=O)NCc1ccco1	1	2	0	1	0	5.4	-1
CC(C)C#Cc1ccc2c(c1)O[C@H](CN(C)S(C)(=O)=O)[C@H](C)CN([C@H](C)CO)S2(=O)=O	-10	-1	3[16.7 µM]	-1	3	0.4	4
Nc1nc(Nc2ccccc2)n[nH]1	3	-4	-1	1	3	1.5	0
COc1cc(C(=O)O)cc(NC(=O)c2ccco2)c1OC	-8	0	·	-1	4	0.7	0
C=CCN(CC=C)CC(=O)Nn1c(C)ccc1C	1	2	-6	1	·	-1.2	-3
Cn1c(CNC(=O)c2ccccc2)nnc1SCC(=O)Nc1nccs1	-3	-2	-7	-1	-2	2.4	-1
CC(C)(C)S(=O)N1Cc2cc(CO)cc(-c3ccccc3)c2[C@H]1CCO (some centres not stated)	-13	1	-3	3	-5	-4.1	-1
CCCNC(=O)C[C@@H]1CC[C@H]2[C@@H](COC[C@H](O)CN2C(=O)c2cccnc2)O1	3	-1	2[16.7 µM]	6	3	0.8	-5
CCC(=O)Nc1ccc2c(c1)OC[C@@H](C)N(Cc1nccs1)C[C@@H](C)[C@@H](OC)CN(C)C2=O	16	-3	·	2	1	0.3	-2
